# Screens (PubChem BioAssay)
# D2 agonist: HTS Assay for Allosteric Agonists of the Human D2 Dopamine Receptor: Primary Screen for Agonists; hit rate 0.53% among 340,000; activation, % at 2 µM; HEK293 T-REx D2 cells, calcium flux agonist mode; AID 485358, 2010;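 active = activation over 3 SD above normal in the single-dose calcium agonist read, cut at about 30% in these data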; note: 0% is about no effect
#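 Tetracycline-induced HEK293 T-REx cells with force-coupled D2 receptor, plated overnight at 30 C, loaded with no-wash calcium dye. After a 10 s baseline, compound was pin-added and calcium flux read kinetically for 180 s; calcium rises flagged agonists.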
# ALOX12 inh: Primary qHTS assay for inhibitors of human arachidonate 12S-lipoxygenase (ALOX12): Round 2; purified 12hLO, xylenol orange hydroperoxide absorbance; Potency, µM (series often up to 108 µM), for the others: top-dose activity change, negative = inhibition, hits mostly inhibitors; hit rate 1.1% among 580,000; Polyunsaturated fatty acid lipoxygenase ALOX12 (Homo sapiens), P18054; AID 1671190, 2021; note: potency is the fitted concentration of half-maximal effect; % is set by controls: 0 for no effect and ±100 for the full control effect
#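 Purified human 12hLO at 150 nM in 25 mM Hepes, 0.01% Triton X-100, pH 7.0, preincubated 15 min at room temperature with compound. Reaction started with 40 uM arachidonic acid, 30 min at room temperature. Hydroperoxide measured by Fe-xylenol orange, 573/405 nm absorbance ratio.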
# Vif-A3G inh: qHTS for Inhibitors of Vif-A3G Interactions: qHTS; DNA dC->dU-editing enzyme APOBEC-3G (Homo sapiens), Q9HC16; HeLa A3G-eYFP + Vif (tagged APOBEC3G with the HIV-1 protein that degrades it), YFP fluorescence, overnight; Potency, µM (titrated, usually from 46.1 µM), for the others: top-dose activity, negative = active, actives largely listed as inhibitors; hit rate 0.076% among 410,000; AID 602310, 2012;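 note: potency is the fitted concentration of half-maximal effect; % is set by controls: 0 for no effect and ±100 for the full control effect; nearly all actives have a fitted effect of over 60% in size; hits raise eYFP signal because A3G escapes Vif-driven loss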
# Target sequence (Q9HC16 whole entry, looked up): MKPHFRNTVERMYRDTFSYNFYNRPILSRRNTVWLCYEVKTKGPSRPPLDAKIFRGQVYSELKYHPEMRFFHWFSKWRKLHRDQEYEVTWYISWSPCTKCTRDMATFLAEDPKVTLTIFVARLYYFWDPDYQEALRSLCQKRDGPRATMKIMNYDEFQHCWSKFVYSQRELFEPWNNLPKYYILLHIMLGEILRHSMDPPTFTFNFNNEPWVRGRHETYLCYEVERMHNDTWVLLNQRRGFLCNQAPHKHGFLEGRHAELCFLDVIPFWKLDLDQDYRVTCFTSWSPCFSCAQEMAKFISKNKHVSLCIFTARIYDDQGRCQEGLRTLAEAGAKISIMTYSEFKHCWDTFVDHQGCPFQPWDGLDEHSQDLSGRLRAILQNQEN
#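 HeLa cells stably expressing Vif and C-terminally eYFP-tagged A3G, seeded overnight at 37 deg C, then exposed to compound by pintool overnight at 37 deg C. Rise in yellow fluorescence (Ex 488/Em 500-530, Acumen) marks blocked Vif-driven A3G degradation.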
# ERG-DNA inh: qHTS for Small Molecule Inhibitors of the ERG Ets/DNA interaction | Transcriptional regulator ERG (Homo sapiens), P11308 | fluorescence polarization, His-ERG Ets domain / labelled DNA | Potency, µM (titrated, usually from 76.9 µM), inactives show at the highest dose FP activity, negative = inhibition, actives largely listed as inhibitors | hit rate 0.028% among 370,000; active = well fitted inhibition curve with a large enough effect in the polarisation, with a control signal flat; inconclusive = small, poorly fitted or top-dose-only effect, or effect the other way, or a change in a side signal; inactive = no such curve, though single readings can be large or run the other way; the % refers to the polarisation;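 note: polarization taken with two DNA probes labelled with fluorescein and Texas red; potency is the fitted concentration of half-maximal effect; % of control where 0% means no effect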
# Target sequence (P11308 whole entry, looked up, the tested form may be a part): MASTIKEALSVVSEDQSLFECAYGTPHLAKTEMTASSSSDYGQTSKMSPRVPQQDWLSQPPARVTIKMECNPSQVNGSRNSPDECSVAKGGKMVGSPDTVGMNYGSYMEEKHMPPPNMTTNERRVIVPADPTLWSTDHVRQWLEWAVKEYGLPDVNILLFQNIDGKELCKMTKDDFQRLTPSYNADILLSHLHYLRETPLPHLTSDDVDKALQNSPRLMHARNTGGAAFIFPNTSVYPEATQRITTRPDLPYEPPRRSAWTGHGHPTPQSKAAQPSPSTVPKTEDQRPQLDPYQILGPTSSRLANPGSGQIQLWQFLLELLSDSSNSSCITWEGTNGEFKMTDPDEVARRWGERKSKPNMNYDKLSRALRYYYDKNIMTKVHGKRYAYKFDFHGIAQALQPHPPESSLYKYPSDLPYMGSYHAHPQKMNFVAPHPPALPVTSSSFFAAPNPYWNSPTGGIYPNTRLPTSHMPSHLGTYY
#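 His-tagged ERG Ets domain (1 uM in the protein solution; 300mM KCl, 50mM Tris-HCl, 1mM EDTA, 1mM DTT, pH 7.5) received compound, then a probe mix of 5 nM fluorescein-DNA and 100nM Texas-615-DNA. Fluorescence polarization was read for both dyes.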
# D2 antag: HTS Assay for Allosteric Antagonists of the Human D2 Dopamine Receptor: Primary Screen for Antagonists. HEK293 TREx D2 cells, calcium flux, dopamine EC80. inhibition, % at 10 µM. hit rate 2% among 340,000. AID 485344, 2010; in the data active = inhibition above about 30%; note: 0% is about no effect
#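 Overnight-induced (tetracycline, 30 C) HEK293 T-REx cells carrying force-coupled D2 receive a no-wash calcium dye, then compound, then EC80 dopamine at 180 s; signals are read kinetically throughout.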
# Vif-A3F inh: qHTS for Inhibitors of Vif-A3F Interactions: qHTS; HeLa A3F-eYFP + Vif (tagged APOBEC3F with the HIV-1 protein that degrades it), YFP fluorescence increase; hit rate 0.2% among 390,000; Potency, µM (highest dose often 46.1 µM), for the others: top-dose activity, negative = active; note: potency is the fitted concentration of half-maximal effect; % of control where 0% means no effect; nearly all actives have a fitted effect of over 65% in size
#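 HeLa cells stably expressing Vif plus C-terminally eYFP-tagged A3F were seeded, incubated overnight at 37 deg C, dosed with compound, incubated overnight again at 37 deg C. Yellow fluorescence (Ex 488/Em 500-530) reported blocked Vif-mediated A3F-eYFP degradation.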
# Glioma ERSR ind: qHTS for Inducers of the Endoplasmic Reticulum Stress Response (ERSR) in Human Glioma: qHTS. Potency, µM, for the others: at the top dose activation, usual class: activators. hit rate 0.02% among 420,000. U87-MG GRP78 promoter luciferase reporter, 16 h; note: potency is the fitted concentration of half-maximal effect; series mostly up to about 76 µM; % of control where 0% means no effect; nearly all actives have a fitted effect of over 35% in size
#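 Stably transfected U87-MG human glioma cells carrying a GRP78-based luminescent sensor were seeded at 1000 cells/well, pin-dosed with compounds and incubated 16 h. Luciferase reagent was then added, and end-point luminescence was read after 10 min at room temperature.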
# RGS4 inhibitor: Inhibitors of Regulator of G Protein Signaling (RGS) 4: qHTS | Potency, µM (doses to about 114 µM), for the others: at the highest dose activity change, negative = inhibition, actives largely listed as inhibitors | Regulator of G-protein signaling 4 (Homo sapiens), P49798 | hit rate 0.039% among 390,000 | Transcreener GDP fluorescence polarization, RGS4-accelerated GTP hydrolysis; note: potency is the fitted concentration of half-maximal effect; % is set by controls: 0 for no effect and ±100 for the full control effect; nearly all actives have a fitted effect of over 75% in size; some results filed as inactive show a strong effect at the top dose
# Target sequence (P49798 whole entry, looked up): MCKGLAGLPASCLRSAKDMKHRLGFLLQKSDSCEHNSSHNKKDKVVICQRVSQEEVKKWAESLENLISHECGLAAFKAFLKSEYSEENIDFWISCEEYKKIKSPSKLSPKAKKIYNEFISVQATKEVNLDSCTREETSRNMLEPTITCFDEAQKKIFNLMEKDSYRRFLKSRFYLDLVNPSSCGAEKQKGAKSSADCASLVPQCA
#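 MLSMR compounds (23 nl, pin-transferred) preincubated 10 min at room temperature with a 500nM (2x) first reagent, then RGS4 at 900nM (2x) plus Transcreener GDP mix added; fluorescence polarization (620/688 nm) read before and after 90 min at 30 °C.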
# LDHA inh: qHTS assay for inhibitors of human lactate dehydrogenase; activity change, % (values are at about 110 or 230 µM); purified LDHA, NADH/diaphorase-resazurin fluorescence; hits give low values; hit rate 0.15% among 480,000; in the data active = activity change below about -30%; inconclusive = mostly about -25% to -30%;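 note: plate controls were DMSO wells for no effect and wells without enzyme for full effect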
#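 Remaining NADH was detected by diaphorase (0.133 mg/mL) converting 37 µM resazurin to fluorescent resorufin, read at 0 and 20 minutes. The preceding 5-minute room-temperature reaction used 2 nM LDHA, 0.2 mM sodium pyruvate and 0.06 mM NADH at pH 7.4.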
# An asterisk follows results filed as active; ? = inconclusive; · = no result given; & = joins results of further samples; [ ] = dose if it differs, or a comment. Unless noted, calls come from the whole dose curve; as a rule, active = well fitted curve in the direction sought with a large enough effect; inconclusive = small, poorly fitted or top-dose-only effect, or another doubt; inactive = no such curve, though single readings can be large; an effect the other way counts as inactive or inconclusive.
Molecule | D2 agonist | ALOX12 inh | Vif-A3G inh | ERG-DNA inh | D2 antag | Vif-A3F inh | Glioma ERSR ind | RGS4 inhibitor | LDHA inh
COCCNc1ncnc2c1ncn2[C@H]1CN(Cc2cccs2)C[C@@H](CO)O1 | · | 6% | 1% | · | · | · | -1% | · | -7
COC(=O)c1cc(S(=O)(=O)N2CCN(c3ccc(F)cc3)CC2)cn1C | 0.0&-0.2 | -17%&-13% | 2%&5% | 10%&5% | 11 | -3%&5% | -1%&-2% | 22%&-7% | -1&3
COC(=O)c1c(N2C(=O)Nc3ccccc3N2O)sc(C)c1C | -0.3 | 5% | -7% | 6% | -1 | 0% | 3% | 22% | -3
O=C(CSc1nnc(Cc2ccc3c(c2)OCO3)n1C1CCCCC1)NC1CCCC1 | -1.9 | -1% | 0% | -4% | -2 | 3% | -5% | -36%[56.9 µM] | -2
CCOc1ccc(S(=O)(=O)N2CCC(C(=O)N3CCCCCC3)CC2)cc1C | 0.5 | ? | -1% | -17% | -15 | -1% | -1% | -9% | -1
CCOc1ccc(CCNC(=O)CN2C(=O)COc3ccc(S(=O)(=O)N4CCCCCC4)cc32)cc1 | -0.8 | -10% | -3% | -2% | · | -2% | -4% | -5% | -2
CCCCCC(=O)Nc1ccc(S(=O)(=O)Nc2nccc(C)n2)cc1 | 0.1 | 0% | -1% | -15% | -4 | 7% | -3% | 11% | -3
CCCC1Cc2[nH]c(=O)c(C#N)cc2CO1 (configuration not stated) | 2.9 | 9% | 0% | -3% | -3 | 6% | -7% | 4% | -11
O=C(CCn1cnc2ccccc2c1=O)NCc1ccccc1Cl | -5.7 | -4% | 0% | 5% | · | 3% | -2% | 9% | 2
Cn1c(=O)oc2cc(S(=O)(=O)Nc3ccc(C(=O)O)cc3)ccc21 | 0.2 | ? | -8%&-1% | -4% | · | 7%&-1% | -2%&-3% | -22% | 6&1&-2
CCSc1ccc([C@@H]2[C@@H]3C(=O)N(C)C(=O)[C@@H]3[C@]3(C(=O)OC)CCCCN23)cc1OC | · | ? | -1% | 6% | · | -7% | -3% | -45% | -17
CN(c1ccccc1C(=O)NCc1ccccc1Cl)S(=O)(=O)c1ccccc1 | -1.3 | ? | -4% | -8% | -1 | -17% | -4% | 22% | -6
COc1ccc2oc(-c3ccc(C)c(NC(=O)c4sc5ccccc5c4Cl)c3)nc2c1 | -1.2 | -7% | 0% | 0% | · | -3% | 1% | 3% | -5
Cc1c(-n2cccc2C=O)cccc1[N+](=O)[O-] | 0.7 | 0% | 0% | 0% | -4 | -19% | -2% | 11% | -1
COc1cccc(CNC(=O)C(CC(C)C)NS(=O)(=O)c2ccc3c(c2)oc(=O)n3C)c1 (configuration not stated) | -0.3 | ? | -1% | -2% | · | 2% | -3% | 4% | -3
COC(=O)CC1COc2ccccc2N1C(=O)c1cc(OC)c(OC)c(OC)c1 (configuration not stated) | -0.1 | 0% | 2% | 13% | 1 | -4% | -1% | -6% | -9
O=C(COC(=O)c1cc(=O)[nH]c2ccccc12)Nc1nc(-c2cccc(Br)c2)cs1 | 0.3 | -6% | 1% | 8% | 1 | 8% | 1% | -43% | -8
Cc1c(CC(=O)N2CCCCC2)c(=O)oc2c(C)c3occ(C(C)(C)C)c3cc12 | -1.0 | -9% | -1% | 4% | · | -2% | -1% | -2% | -6
CC(C)Cn1c(SC(C)C(=O)NCC2CCCO2)nc2ccc(Cl)cc2c1=O (configuration not stated) | -0.2 | 0% | 0% | 0% | 4 | 0% | -3% | 38% | -13
CC(C)N1C(=O)CCC1C(=O)O (configuration not stated) | 2.5 | ? | 1% | 2% | -22 | 0% | -4% | 2% | 1
N#CCCN(C(=O)COC(=O)CCC(=O)c1cccs1)c1ccccc1 | · | -4% | -8% | 2% | · | -2% | 1% | 9% | -5
CN(C)C(=O)CN1CCN(Cc2cn(C)nc2-c2ccc3c(c2)OCCO3)CC1 | -0.9 | -1% | 0% | -3% | 2 | -8% | -2% | 9% | -7
COc1ccc(O)c(CN2CCC(n3nccc3NC(=O)CCOc3ccccc3)CC2)c1 | 2.0 | 0% | -4% | 14% | -11 | 2% | -4% | 15% | 4
N#Cc1ccccc1Sc1ccccc1N | · | -15% | 0% | -8% | · | -6% | 0% | 1% | -10
COC(=O)c1ccccc1-c1ccc(C(c2c(C)[nH][nH]c2=O)c2c(C)[nH][nH]c2=O)o1 | -0.1 | ? | 0% | 2% | 3 | -8% | ? | -24% | 15
CCCN(CC1CC1)C(=O)CSc1ncnc2sccc12 | 3.3 | 0% | 0% | 9% | -2 | -1% | 2% | -16% | -2
O=C(O)/C=C/C(=O)NNc1ncnc2ccccc12 | · | ? | -13% | 2% | -6 | -2% | 1% | 39% | -4
COc1ccc(OC)c(NC(=O)Nc2cccc3ccccc23)c1 | 0.3 | 4% | 0% | -1% | 1 | -1% | -2% | 0% | 2
O=S1(=O)CC(N2CCN(CCO)CC2)CN1Cc1ccccc1 (configuration not stated) | · | ? | -2% | · | · | · | -4% | · | -9
CCOc1cc(CNC(C)(C)CO)cc(Br)c1OCc1ccc(Cl)cc1Cl | 0.6 | ? | -14% | -1% | -16 | -18% | -3% | -2% | -3
COc1cccc(CSc2nc3cc4c(cc3cc2C)OCCO4)c1 | 2.5 | 2% | ? | -3% | 13 | -12% | -3% | -9% | -4
NCCCC[C@H](N[C@@H](CCc1ccccc1)C(=O)O)C(=O)N1CCC[C@H]1C(=O)O | -1.3&2.2 | -2%&19% | 1%&0% | 25%&3% | 10&-18 | 0%&1% | -1%&-7%&-4% | 0%&-8% | -2&-1
C=CCn1c(C)c(C(=O)OCC)c2cc(O)c3ccccc3c21 | · | -4% | -2% | -2% | · | 1% | -3% | 4% | -9
CCOC(=O)C1CCCN(Cc2cc(Br)c(OC)cc2OC)C1 (configuration not stated) | -0.4 | ? | -6% | 2% | 19 | 0% | -4% | -16% | -16
COc1ccc(Oc2nc3c(c(=O)n(Cc4ccc(Br)cc4)c(=O)n3C)n2C)cc1 | 3.4 | -3% | 3% | -2% | · | -7% | -4% | -7% | -2
CCCn1c(CCC(=O)O)nc2cc(S(N)(=O)=O)ccc21 | -0.7 | -9% | -2% | 4% | 4 | 7% | -2% | -11% | -7
COc1ccccc1Oc1ccc2c(c1)C(=O)N(c1cccc3ncccc13)C2=O | -0.5 | -14% | -10% | 7% | 12 | ? | -10% | 42% | -5
CCOc1ccc2nc(NC(=O)c3ccc(OCC4CCCO4)cc3)sc2c1 (configuration not stated) | 1.3 | -12% | -4% | 12% | -16 | -22% | 7% | 15% | -13
CCCCn1c(N)c(N(CC(C)C)C(=O)C2CCCN(C(=O)c3ccc(Cl)cc3)C2)c(=O)[nH]c1=O (configuration not stated) | -1.0 | 6% | 0% | 2% | 6 | 2% | -2% | -4% | -1
Cc1cccc(CN2C(=O)c3ccccc3S(=O)(=O)c3ccc(C(=O)NCCC4=CCCCC4)cc32)c1 | -1.1 | -6% | -3% | 3% | · | -5% | -1% | 2% | -7
CCc1cc2c(-c3ccccc3)cc(=O)oc2cc1OC(=O)c1cccs1 | -1.1 | -6% | 0% | 5% | 3 | 3% | -1% | -3% | -1
COc1ccc(-c2nc(-c3ccncc3)no2)cc1 | 0.6 | 13% | 1% | 8% | 5 | 2% | -1% | -8% | -1
O=C(NC1CCN(Cc2ccccc2)CC1)c1cccc(S(=O)(=O)Nc2ccc(F)cc2)c1 | -0.1 | ? | 0% | -20% | 45* | -16% | -7% | -10% | 0
COc1ccc(CC(=O)OCN2C(=O)c3ccccc3C2=O)cc1 | 0.2 | 0% | 0% | -2% | 8 | -5% | -2% | 10% | -2
CC1CN(C(=O)CCC(=O)N2CCCCC2)c2ccccc2O1 (configuration not stated) | · | 16% | -5% | -6% | · | -3% | 1% | 10% | -8

# In the list so far, 4 have an NH in an aromatic ring:
Molecule | D2 agonist | ALOX12 inh | Vif-A3G inh | ERG-DNA inh | D2 antag | Vif-A3F inh | Glioma ERSR ind | RGS4 inhibitor | LDHA inh
CCCC1Cc2[nH]c(=O)c(C#N)cc2CO1 (configuration not stated) | 2.9 | 9% | 0% | -3% | -3 | 6% | -7% | 4% | -11
O=C(COC(=O)c1cc(=O)[nH]c2ccccc12)Nc1nc(-c2cccc(Br)c2)cs1 | 0.3 | -6% | 1% | 8% | 1 | 8% | 1% | -43% | -8
COC(=O)c1ccccc1-c1ccc(C(c2c(C)[nH][nH]c2=O)c2c(C)[nH][nH]c2=O)o1 | -0.1 | ? | 0% | 2% | 3 | -8% | ? | -24% | 15
CCCCn1c(N)c(N(CC(C)C)C(=O)C2CCCN(C(=O)c3ccc(Cl)cc3)C2)c(=O)[nH]c1=O (configuration not stated) | -1.0 | 6% | 0% | 2% | 6 | 2% | -2% | -4% | -1

# These rows are one share of the data; count on the stated rates, not on these rows.
